Bioassay records as filed in PubChem BioAssay.
Dengue-2 NS5 capping – flavivirus cap methylation enzyme inhibition – biochemical, confirmation dose response, primary screen (AID 588689) | Dengue-2 NS5 methyltransferase capping enzyme assay, biochemical; higher % means a stronger effect | inhibition, % at 25 µM, or IC50 in µM where a hit was titrated | actives 0.3% (n = 340,000); in the data active = a potency from the dose series
MgcRacGAP inhibition – MgcRacGAP GTPase-activating activity inhibitors, confirmation, biochemical, ADP Hunter fluorescence. MgcRacGAP-stimulated Rac1 GTP hydrolysis, ADP Hunter fluorescence; higher % means a stronger effect; GST-tagged Rac1 F28L mutant substrate. one-dose inhibition, % at 30 µM; IC50 in µM for titrated hits. actives 0.6% (n = 340,000). AID 624330;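 active = first-screen hits whose inhibition reached a set limit at any dose in the follow-up dose series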;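 note: fluorescence reports GDP produced by GAP-driven GTP hydrolysis; strong numbers were not always called active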
NTR1 ag – NTR1-driven beta-arrestin-GFP spot formation – imaging, U2OS cells, high content, primary screen (AID 493036); P30989; agonist mode; activation, % at 20 µM; actives 0.17% (n = 330,000);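 active = activation at or above 40% of the spot to cytoplasm intensity ratio, with at least 20 cells analyzed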;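 note: 0% = DMSO without peptide and 100% = 100 nM NTR1 peptide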
Target sequence (P30989 whole entry, looked up): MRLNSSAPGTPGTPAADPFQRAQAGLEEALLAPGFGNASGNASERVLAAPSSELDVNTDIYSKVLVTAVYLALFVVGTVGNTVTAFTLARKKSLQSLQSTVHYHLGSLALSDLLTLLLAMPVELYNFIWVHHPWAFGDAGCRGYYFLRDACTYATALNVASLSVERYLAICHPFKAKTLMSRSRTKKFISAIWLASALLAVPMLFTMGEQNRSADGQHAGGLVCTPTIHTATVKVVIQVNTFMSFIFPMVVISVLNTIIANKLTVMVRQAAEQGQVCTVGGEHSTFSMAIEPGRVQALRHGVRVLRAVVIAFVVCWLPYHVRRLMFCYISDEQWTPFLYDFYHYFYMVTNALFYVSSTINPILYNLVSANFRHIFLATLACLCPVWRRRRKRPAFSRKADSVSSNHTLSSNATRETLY
NTR1 ag cell count 20 µM – further read-out of NTR1 ag, marked with its call; cell count; measured here: cell count, cytotoxicity flag
Dengue-2 NS5 capping pilot replicate – recorded beside Dengue-2 NS5 capping, whose call it bears; inhibition, %; measured here: pilot screen replicate inhibition
Numbers without * were called inactive. Some of the compounds tested; the hit share may differ from the screen's.

COC(=O)[C@]1(Cc2ccccc2)N[C@H](CN(C)C(=O)COc2ccccc2)[C@@H]2C(=O)N(Cc3ccccc3)C(=O)[C@@H]21 was read as Dengue-2 NS5 capping -2%, MgcRacGAP inhibition 7%, NTR1 ag 1.5 and NTR1 ag cell count 20 µM 51.
CC(=O)Nc1ccc(NC(=O)CC2(CC(=O)N3CCOCC3)CCCC2)cc1 was read as Dengue-2 NS5 capping -1%, MgcRacGAP inhibition 3%, NTR1 ag -1.3 and NTR1 ag cell count 20 µM 68.
Screening CN(C1CCCCC1)S(=O)(=O)c1cn(C)c(=O)n(C)c1=O returned Dengue-2 NS5 capping -3%, MgcRacGAP inhibition 8%, NTR1 ag 1.9 and NTR1 ag cell count 20 µM 75.
CCC[C@@H](CN1CCC[C@H]1CN1C(N)=NC[C@@H]1Cc1ccccc1)N1C[C@@H]([C@H](C)CC)N(CCc2ccc(Cl)c(Cl)c2)C1=N was read as Dengue-2 NS5 capping -10%, MgcRacGAP inhibition 13%, NTR1 ag -2.4 and NTR1 ag cell count 20 µM 52.
CC1(c2cccc(Br)c2)NC(=O)N(CC(=O)Nc2ccc3c(c2)OCCO3)C1=O (stereo not drawn) was read as Dengue-2 NS5 capping -1%, MgcRacGAP inhibition 7%, NTR1 ag -0.2 and NTR1 ag cell count 20 µM 63.
For Cc1cccc(C(=O)OCC(=O)NCc2ccco2)c1 the results were Dengue-2 NS5 capping -7%, MgcRacGAP inhibition 2%, NTR1 ag 0.9 and NTR1 ag cell count 20 µM 42.
Screening Cc1ccc(NC(=O)COC(=O)CCc2ccccc2)cc1S(=O)(=O)N1CCOCC1 returned Dengue-2 NS5 capping -8%, MgcRacGAP inhibition 2%, NTR1 ag 0.0 and NTR1 ag cell count 20 µM 57.
For CCCCN(C(=O)c1ccc(N2CCCC2=O)cc1)c1c(N)n(CC(C)C)c(=O)[nH]c1=O the results were Dengue-2 NS5 capping -10%, MgcRacGAP inhibition 9%, NTR1 ag -0.1 and NTR1 ag cell count 20 µM 47.
`COc1ccc2[nH]c3c(c2c1)CCN1C(=O)C(CC(=O)NCCN2CCOCC2)C[C@H](C(=O)N2CCOCC2)[C@@]31CCC1CCCC1` (stereo partly drawn) gave Dengue-2 NS5 capping -9%, MgcRacGAP inhibition 9%, NTR1 ag 0.2, NTR1 ag cell count 20 µM 42 and Dengue-2 NS5 capping pilot replicate -5.2.
For O=C(NC[C@@H]1CCCO1)c1cccc2c1C(=O)c1ccc(N3CCOCC3)cc1S2(=O)=O the results were Dengue-2 NS5 capping 2%, MgcRacGAP inhibition 3%, NTR1 ag -0.5 and NTR1 ag cell count 20 µM 98.
`C[C@@H]1CN([C@@H](C)CO)C(=O)c2cc(NC(=O)Nc3ccccc3)ccc2O[C@H]1CN(C)C(=O)Nc1cccc2ccccc12` gave Dengue-2 NS5 capping -32%, MgcRacGAP inhibition 9%, NTR1 ag 0.5 and NTR1 ag cell count 20 µM 44.
`COc1cc(C=NNC(=O)c2ccccc2NS(=O)(=O)c2cccs2)cc(OC)c1O` gave Dengue-2 NS5 capping 2%, MgcRacGAP inhibition 10%, NTR1 ag 0.2 and NTR1 ag cell count 20 µM 59.
CC(C)C(NS(=O)(=O)c1ccccc1)C(=O)OCC(=O)NNC(=O)c1ccccc1 (stereo not drawn) was read as Dengue-2 NS5 capping 5%, MgcRacGAP inhibition 6%, NTR1 ag 1.0 and NTR1 ag cell count 20 µM 74.
Cc1ccccc1-n1c(C)nnc1SC(C)C(=O)NCC1CCCO1 (stereo not drawn) was read as Dengue-2 NS5 capping -5%, MgcRacGAP inhibition 5%, NTR1 ag 0.2 and NTR1 ag cell count 20 µM 66.
C[C@H](CO)N1C[C@H](C)[C@@H](CN(C)C)Oc2c(NC(=O)c3ccncc3)cccc2C1=O was read as Dengue-2 NS5 capping -2%, MgcRacGAP inhibition 12%, NTR1 ag -0.7 and NTR1 ag cell count 20 µM 71.
COc1ccc(-c2ccc3c(c2)S(=O)(=O)c2cccc(C(=O)NCc4cc(C)oc4C(F)(F)F)c2C3=O)cc1OC was read as Dengue-2 NS5 capping -8%, MgcRacGAP inhibition 9%, NTR1 ag 5.4 and NTR1 ag cell count 20 µM 60.
CC(=O)Nc1ccc(NC(=O)C(C)OC(=O)CC23CC4CC(CC(Br)(C4)C2)C3)cc1 (stereo not drawn) was read as Dengue-2 NS5 capping -1%, MgcRacGAP inhibition 1%, NTR1 ag -2.2 and NTR1 ag cell count 20 µM 66.
CCN(c1ccccc1)S(=O)(=O)c1ccc(N2CCN(c3ccc(OC)cc3)CC2)nc1 was read as Dengue-2 NS5 capping 0%, MgcRacGAP inhibition 4%, NTR1 ag -0.9 and NTR1 ag cell count 20 µM 62.
`CCN(Cc1nc2ccccc2c(=O)[nH]1)C(=O)c1cc2c(s1)CCCCC2` gave Dengue-2 NS5 capping 8%, MgcRacGAP inhibition 0%, NTR1 ag 2.5 and NTR1 ag cell count 20 µM 60.
O=C(NCc1cccnc1)C1CCN(S(=O)(=O)c2cc([N+](=O)[O-])ccc2Cl)CC1 was read as Dengue-2 NS5 capping 2%, MgcRacGAP inhibition -4%, NTR1 ag -1.0 and NTR1 ag cell count 20 µM 44.

Two successive records from above, for reference:
COC(=O)[C@]1(Cc2ccccc2)N[C@H](CN(C)C(=O)COc2ccccc2)[C@@H]2C(=O)N(Cc3ccccc3)C(=O)[C@@H]21 was read as Dengue-2 NS5 capping -2%, MgcRacGAP inhibition 7%, NTR1 ag 1.5 and NTR1 ag cell count 20 µM 51.
CC(=O)Nc1ccc(NC(=O)CC2(CC(=O)N3CCOCC3)CCCC2)cc1 was read as Dengue-2 NS5 capping -1%, MgcRacGAP inhibition 3%, NTR1 ag -1.3 and NTR1 ag cell count 20 µM 68.

Next entries follow:
`CCN(C(=O)c1ccc(=O)[nH]c1)c1c(N)n(Cc2ccccc2)c(=O)[nH]c1=O` gave Dengue-2 NS5 capping -1%, MgcRacGAP inhibition 0%, NTR1 ag 1.8 and NTR1 ag cell count 20 µM 68.
O=C(OCC(=O)N1CCCC1)c1ccc(Cl)nc1 was read as Dengue-2 NS5 capping 2%, MgcRacGAP inhibition 7%, NTR1 ag 0.4 and NTR1 ag cell count 20 µM 43.
O=C(Nc1cccc(C(=O)NC2CC2)c1)c1ccc(F)c(S(=O)(=O)N2CCOCC2)c1 was read as Dengue-2 NS5 capping -1%, MgcRacGAP inhibition 7%, NTR1 ag 1.6 and NTR1 ag cell count 20 µM 72.
`O=C(COC(=O)/C=C/c1ccc(S(=O)(=O)N2CCOCC2)cc1)Nc1ccc(F)c(F)c1F` gave Dengue-2 NS5 capping 1%, MgcRacGAP inhibition -2%, NTR1 ag -0.2 and NTR1 ag cell count 20 µM 60.
For COc1ccc(NC(=O)CSc2n[nH]c(=O)n2C2CC2)cc1Cl the results were Dengue-2 NS5 capping -4%, MgcRacGAP inhibition 2%, NTR1 ag 0.7 and NTR1 ag cell count 20 µM 58.
Screening CC(Sc1nnc(Cc2ccccc2)n1C)C(=O)NC1CC1 (stereo not drawn) returned Dengue-2 NS5 capping 0%, MgcRacGAP inhibition 0%, NTR1 ag 1.4 and NTR1 ag cell count 20 µM 61.
Screening COc1ccccc1-c1sc2ccccc2c1-c1ccc2c(c1)OCCO2 returned Dengue-2 NS5 capping -3%, MgcRacGAP inhibition 3%, NTR1 ag 0.8 and NTR1 ag cell count 20 µM 63.
C=CC[C@@H](CC(=O)N[C@H](CO)Cc1ccccc1)C(=O)NCCOC(=O)[C@@H](CC=C)Cc1ccc(F)cc1 was read as Dengue-2 NS5 capping 3%, MgcRacGAP inhibition 8%, NTR1 ag 0.2 and NTR1 ag cell count 20 µM 67.
`O=C(c1cc2ccccc2o1)N1CCN(c2ncccn2)CC1` gave Dengue-2 NS5 capping -7%, MgcRacGAP inhibition -2%, NTR1 ag -0.6 and NTR1 ag cell count 20 µM 46.
COCCS(=O)(=O)N(Cc1ccc(Br)cc1)[C@@H](C)C(=O)OC was read as Dengue-2 NS5 capping -2%, MgcRacGAP inhibition 5%, NTR1 ag 0.8, NTR1 ag cell count 20 µM 55 and Dengue-2 NS5 capping pilot replicate 6.1.
Screening O=c1oc(CCCO)cc2ccc(C#CC3(O)CCCCC3)cc12 returned Dengue-2 NS5 capping 2%, MgcRacGAP inhibition 6%, NTR1 ag 4.6 and NTR1 ag cell count 20 µM 46.
`CC(=O)c1sc(NC(=O)C2CCCN2S(=O)(=O)c2ccccc2F)nc1C` (stereo not drawn) gave Dengue-2 NS5 capping -10%, MgcRacGAP inhibition 5%, NTR1 ag -0.5 and NTR1 ag cell count 20 µM 68.
Cc1ccc(C)c(NC(=O)COC(=O)c2c(C)nn(-c3ccccc3)c2C)c1 was read as Dengue-2 NS5 capping -7%, MgcRacGAP inhibition 6%, NTR1 ag 1.0 and NTR1 ag cell count 20 µM 67.
For COc1ccc(C(=O)Nc2cccc(S(=O)(=O)NC3=NCCCCC3)c2)cc1 the results were Dengue-2 NS5 capping -2%, MgcRacGAP inhibition 0%, NTR1 ag 0.1 and NTR1 ag cell count 20 µM 96.
For O=C(NCC(c1ccco1)N1CCCC1)c1cccc(S(=O)(=O)Nc2ccc(F)cc2)c1 (stereo not drawn) the results were Dengue-2 NS5 capping -6%, MgcRacGAP inhibition 4%, NTR1 ag -1.5 and NTR1 ag cell count 20 µM 66.
For CC1(C)CC(=O)C=C(c2ccc(OC(F)(F)F)cc2)C1 the results were Dengue-2 NS5 capping -4%, MgcRacGAP inhibition 4%, NTR1 ag 0.3 and NTR1 ag cell count 20 µM 44.
COC(=O)c1ccc(CNC(=O)c2ccc(S(=O)(=O)N3CCCC(C)C3)cc2)cc1 (stereo not drawn) was read as Dengue-2 NS5 capping 1%, MgcRacGAP inhibition 9%, NTR1 ag -0.1 and NTR1 ag cell count 20 µM 43.
O=C(COC(=O)CCc1nc2ccccc2c(=O)[nH]1)Nc1ccccc1OC(F)F was read as Dengue-2 NS5 capping 3%, MgcRacGAP inhibition 3%, NTR1 ag -2.5 and NTR1 ag cell count 20 µM 55.
Screening Cc1cccc(C2=NN(c3ccc(Br)cc3)[C@@H](C(=O)N3CCOC3=O)[C@@H]2c2ccc([N+](=O)[O-])cc2)c1 returned Dengue-2 NS5 capping 0%, MgcRacGAP inhibition 5%, NTR1 ag 5.0, NTR1 ag cell count 20 µM 66 and Dengue-2 NS5 capping pilot replicate -2.7.
For Cc1cccc(NC(=O)c2ccc(Cl)c(S(=O)(=O)N3CCCCCC3)c2)n1 the results were Dengue-2 NS5 capping -7%, MgcRacGAP inhibition 3%, NTR1 ag 2.3 and NTR1 ag cell count 20 µM 57.

Reprinted from the part before: 2 entries, then new ones.
Screening Cc1cccc(C2=NN(c3ccc(Br)cc3)[C@@H](C(=O)N3CCOC3=O)[C@@H]2c2ccc([N+](=O)[O-])cc2)c1 returned Dengue-2 NS5 capping 0%, MgcRacGAP inhibition 5%, NTR1 ag 5.0, NTR1 ag cell count 20 µM 66 and Dengue-2 NS5 capping pilot replicate -2.7.
For Cc1cccc(NC(=O)c2ccc(Cl)c(S(=O)(=O)N3CCCCCC3)c2)n1 the results were Dengue-2 NS5 capping -7%, MgcRacGAP inhibition 3%, NTR1 ag 2.3 and NTR1 ag cell count 20 µM 57.
For O=C(CSc1ccccc1)OCC(=O)N1CCN(C(=O)c2ccco2)CC1 the results were Dengue-2 NS5 capping 4%, MgcRacGAP inhibition 4%, NTR1 ag -0.5 and NTR1 ag cell count 20 µM 87.
Cc1cc(=O)oc2cc(NC(=O)C(C)N3C(=O)C4CCCCC4C3=O)ccc12 (stereo not drawn) was read as Dengue-2 NS5 capping -4%, MgcRacGAP inhibition 5%, NTR1 ag 0.2 and NTR1 ag cell count 20 µM 60.
`CCOc1cc(N2CCOCC2)c(OCC)cc1NC(=O)CSc1nnc(N)s1` gave Dengue-2 NS5 capping 7%, MgcRacGAP inhibition 1%, NTR1 ag 7.5 and NTR1 ag cell count 20 µM 47.
COc1ccc(Cl)cc1NC(=O)C(C)OC(=O)Cn1cc(C(F)(F)F)ccc1=O (stereo not drawn) was read as Dengue-2 NS5 capping 1%, MgcRacGAP inhibition 5%, NTR1 ag 1.5 and NTR1 ag cell count 20 µM 92.
Screening O=C(Cc1ccccc1F)Nc1cccc(S(=O)(=O)N2CCOCC2)c1 returned Dengue-2 NS5 capping -1%, MgcRacGAP inhibition 5%, NTR1 ag 0.8 and NTR1 ag cell count 20 µM 65.
CC(C)[C@H](NC(=O)c1ccccc1F)C(=O)NNC(=O)c1cccs1 was read as Dengue-2 NS5 capping -6%, MgcRacGAP inhibition 1%, NTR1 ag -1.7 and NTR1 ag cell count 20 µM 56.
For COc1cc2oc(=O)cc(-c3cccc(-c4ccc(C(F)(F)F)cc4)c3)c2c(OC)c1OC the results were Dengue-2 NS5 capping -10%, MgcRacGAP inhibition 7%, NTR1 ag 6.7, NTR1 ag cell count 20 µM 56 and Dengue-2 NS5 capping pilot replicate -4.2.
For CC(C)(OC(=O)c1ccc(C#N)cc1)c1cc2ccccc2c(=O)o1 the results were Dengue-2 NS5 capping 1%, MgcRacGAP inhibition 12%, NTR1 ag 1.8 and NTR1 ag cell count 20 µM 69.
For C=CC[C@H](CC(=O)NCCO)C(=O)N[C@@H](COC(=O)[C@@H](CC=C)Cc1ccc(F)cc1)Cc1c[nH]c2ccccc12 the results were Dengue-2 NS5 capping -6%, MgcRacGAP inhibition 7%, NTR1 ag 4.4 and NTR1 ag cell count 20 µM 48.
